BaF3 parental = counter-screen for JAK2V617F inhibitors: parental Ba/F3 viability inhibitors | inhibition, % at 5.6 µM | CellTiter-Glo ATP luminescence | AID 1486 | 220,000 tested, 1.1% active;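 active = inhibition above a per-campaign cutoff, the mean inhibition of all tested compounds plus 3 SD, cut at about 27% in these data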;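 note: 0% = DMSO wells and 100% = JAK Inhibitor I control wells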
S1P4 ag = human S1P4 receptor agonism. 220,000 tested, 0.35% active. AID 1509. activation, % at 4.98 µM. S1P4-expressing cell line, agonist reporter assay. O95977; in the data active = activation above about 11%;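 note: 0% = DMSO vehicle and 100% = reference agonist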
Target sequence (O95977 whole entry, looked up): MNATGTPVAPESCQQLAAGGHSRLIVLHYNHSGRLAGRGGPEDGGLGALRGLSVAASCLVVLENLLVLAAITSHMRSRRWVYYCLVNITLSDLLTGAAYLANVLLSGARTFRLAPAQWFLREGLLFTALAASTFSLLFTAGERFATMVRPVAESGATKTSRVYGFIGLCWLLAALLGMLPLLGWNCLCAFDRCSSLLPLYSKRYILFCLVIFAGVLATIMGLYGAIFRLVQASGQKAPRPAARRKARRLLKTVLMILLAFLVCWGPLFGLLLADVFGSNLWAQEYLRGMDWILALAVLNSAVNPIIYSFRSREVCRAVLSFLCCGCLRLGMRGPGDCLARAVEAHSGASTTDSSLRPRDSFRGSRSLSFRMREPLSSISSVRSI
Calpain2 inh = calpain II (pig) inhibition; 220,000 tested, 0.37% active; inhibition, % at 16 µM; AID 1236; purified calpain II, fluorogenic peptide substrate, 30 min;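 active = inhibition above about 50%, limit read from the data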
PERK inhibitor = blocks human PERK kinase. Q9NZJ5. CHO PERK-DD fusion, SEAP luminescence translation reporter. inhibition, % at 5.6 µM. 220,000 tested, 0.17% active. AID 1416;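 active = inhibition above the mean inhibition of all tested compounds plus 3 SD, set separately per screening campaign, cut at about 2.9% in these data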;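 note: PERK kinase domain activated by AP20187 dimerizer at 100 nM; 0% = DMSO with dimerizer and 100% = rapamycin at 8.4 µM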
TRPML3 agonist = human mucolipin-3 channel agonism. HEK293 TRPML3-YFP, Fluo-8 calcium fluorescence; 100% = the carbachol control signal. Q8TDD5. AID 1448. activation, % at 3 µM. 220,000 tested, 0.29% active;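 active = activation above its plate's cutoff, the mean activation of the plate's test wells plus 3 SD, cut at about 12% in these data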;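 note: 0% = DMSO only wells and 100% = carbachol wells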
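Test system – HEK293 line with stable expression of human TRPML3-YFP channel · Control set – carbachol 87 µM final as high control (100%), DMSO as low control (0%) · Signal – Fluo-8 calcium dye fluorescence, ex 470-495, em 515-575 nm · Incubation – 1-h 37 °C dye load, 5-s basal, 120-s post-compound reads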
TRPN1 ag = activates the zebrafish TRPN1 channel; HEK293 zebrafish TRPN1-YFP, Fluo-8 calcium fluorescence; 100% = response to 87 µM carbachol; activation, % at 3 µM; 220,000 tested, 0.18% active; AID 1424;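 active = activation above its plate's cutoff, the mean activation of test wells on that plate plus 3 SD, cut at about 19% in these data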;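 note: 0% = DMSO alone and 100% = 87 µM carbachol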
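Material: zebrafish TRPN1-YFP in HEK293 cells; Doses: single test compound dose, 3 µM nominal, 0.3% DMSO; Timing: dye loading 1 h at 37 °C, then 30 min room temperature; Technique: intracellular calcium fluorescence with Fluo-8; Benchmarks: high carbachol 87 µM, low DMSO alone.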
Ba/F3 V617F tox = lowers viability of Ba/F3 cells expressing EpoR and JAK2V617F; 220,000 tested, 1.1% active; inhibition, % at 5.6 µM; ATP luminescence; AID 1446;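 active = inhibition above the campaign mean plus 3 SD over all tested compounds, cut at about 24% in these data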;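 note: cytokine-independent growth of Ba/F3 cells driven by EpoR plus mutant JAK2; 0% = DMSO-treated cells and 100% = JAK inhibitor I control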
EP2 modulator = modulates human prostaglandin E2 receptor EP2 signaling. P43116. EP2-expressing cells, cAMP HTRF FRET, PGE2 co-stimulation. induction, % at 25 µM. 260,000 tested, 0.83% active;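 active = compounds whose cAMP rise, as percent of the full-agonist control response, exceeds 60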;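 note: rat C6 glioma line stably carrying human EP2 under a CMV promoter; the protocol text gives 20 µM as final concentration; 100% = response of wells given 1 µM PGE2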
Target sequence (P43116 whole entry, looked up): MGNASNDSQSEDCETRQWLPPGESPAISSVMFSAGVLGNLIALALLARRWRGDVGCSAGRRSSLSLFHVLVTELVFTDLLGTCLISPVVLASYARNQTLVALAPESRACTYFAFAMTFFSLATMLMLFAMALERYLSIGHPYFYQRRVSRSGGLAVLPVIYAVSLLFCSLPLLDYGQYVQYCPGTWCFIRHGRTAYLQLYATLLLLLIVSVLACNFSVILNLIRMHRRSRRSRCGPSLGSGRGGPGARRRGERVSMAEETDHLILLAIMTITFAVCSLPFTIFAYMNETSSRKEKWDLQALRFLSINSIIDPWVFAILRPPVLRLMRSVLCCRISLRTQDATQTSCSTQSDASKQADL
S1P4 antag = blocks the human S1P4 receptor; S1P4-expressing cells, antagonist mode, reporter read-out; O95977; inhibition, % at 4.98 µM; 220,000 tested, 0.26% active; AID 1510; in the data active = inhibition above about 29%;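 note: 0% = wells stimulated with agonist and 100% = vehicle wells without agonist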
Starred values were filed as active, the others as inactive; x = not tested or not shown; & = joins results of further samples.

SMILES	BaF3 parental	S1P4 ag	Calpain2 inh	PERK inhibitor	TRPML3 agonist	TRPN1 ag	Ba/F3 V617F tox	EP2 modulator	S1P4 antag
O=C(NC1CC1)C1CCN(C2CCN(C(=O)CC3=CCCCC3)CC2)CC1	0	0.6	-27	0.4	0.9	0.9	-3	12	-19
COc1ccc(C(NC(=O)C(C)C)c2ccc3cccnc3c2O)cc1 (centres undefined)	54*	-0.1	-22	-2.0	0.3	-0.1	74*	32	-10
CCCN1C(=O)/C(=C\C=C2/C=CN(CC)c3ccccc32)SC1=S	2	2.6	6	1.6	0.5	-0.7	-5	-20	3
COc1cc(C2/C(=C(/O)c3ccc(OCC(C)C)cc3)C(=O)C(=O)N2CCN(C)C)ccc1O (centres undefined)	5	1.2	24	0.2	1.1	0.6	1	1	-2
CC(C)CC(=O)Nc1ccc2oc(-c3ccncc3)nc2c1	0	-0.3	-285	0.4	1.6	3.2	-5	2	-15
Cc1cc(C)cc(NC(=O)CN2CCCN(S(=O)(=O)c3ccc(Br)s3)CC2)c1	4	-3.3	6	-1.4	0.0	-1.4	-1	-45	-24
O=C(COC(=O)CNC(=O)c1ccc(Cl)cc1)Nc1ccc(Cl)cc1C(F)(F)F	4	3.0	29	-0.8	-0.5	-0.8	2	-6	-4
NC(=O)c1ccccc1N/C=C/C(=O)c1ccc(Cl)cc1	5	0.8	-42	0.3	-0.3	-0.9	3	-9	5
O=C(CCN1CCc2ccccc2C1)Nc1ccccc1F	2	2.4	-4	0.5	-0.1	-0.7	-1	0	-28
COc1ccc(CCn2nnnc2C(c2ccc(Cl)cc2)N2CCN(C)CC2)cc1OC (centres undefined)	1	1.0	-5	0.4	1.2	0.3	-5	-8&14	-11
COc1ccc(CCNc2ncnc3cc(OC)c(OC)cc23)cc1OC	18	0.0	-10	-0.3	2.9	5.7	7	-85	-4
CC(=O)Nc1ccc(Nc2nc(C)c([N+](=O)[O-])c(Nc3ccc(NC(C)=O)cc3)n2)cc1	3	2.6	-6	0.2	0.7	0.2	-1	11	-7
O=C(N/N=C/C=C\c1ccco1)c1ccccn1	-1	0.0	1	-0.3	0.5	0.8	1	-3	-2
COc1ccc(NC(=O)c2scc(S(=O)(=O)C(C)C)c2N)cc1	5	1.0	-6	1.7	0.5	2.8	-4	-14	-1
Cc1ccc(NC(=S)NC(NC(=O)c2ccccc2C)C(Cl)(Cl)Cl)c(C)c1 (centres undefined)	-2	-1.0	25	-0.1	-0.2	-1.1	-3	-23	-6
COc1ccc(N2CCN(CC(=O)Nc3ccc(-n4cnnn4)cc3)CC2)cc1	3	0.8	9	2.0	0.5	-0.6	-2	14	-9
Cc1ccc2c(c1)C(=NC1CCCCC1)c1cc3ccccc3nc1-2	8	2.7	-14	0.6	0.4	-1.3	-3	37	-6
OC(COc1ccc(CNCc2cccnc2)cc1)CN1CCc2ccccc2C1 (centres undefined)	7	9.9	-16	-0.2	0.2	3.2	0	-5	-10
COc1ccccc1CNC(=O)c1ccc(Br)o1	3	1.6	15	-1.0	0.6	1.0	3	-6	8
CC(=O)c1ccc(NC(=O)Nc2ccncc2)cc1	13	0.1	9	0.8	1.2	0.9	2	-23	-6

Sorted by formula weight (smallest number first): some entries from above
SMILES	BaF3 parental	S1P4 ag	Calpain2 inh	PERK inhibitor	TRPML3 agonist	TRPN1 ag	Ba/F3 V617F tox	EP2 modulator	S1P4 antag
O=C(N/N=C/C=C\c1ccco1)c1ccccn1	-1	0.0	1	-0.3	0.5	0.8	1	-3	-2
CC(=O)c1ccc(NC(=O)Nc2ccncc2)cc1	13	0.1	9	0.8	1.2	0.9	2	-23	-6
NC(=O)c1ccccc1N/C=C/C(=O)c1ccc(Cl)cc1	5	0.8	-42	0.3	-0.3	-0.9	3	-9	5
COc1ccccc1CNC(=O)c1ccc(Br)o1	3	1.6	15	-1.0	0.6	1.0	3	-6	8
COc1ccc(NC(=O)c2scc(S(=O)(=O)C(C)C)c2N)cc1	5	1.0	-6	1.7	0.5	2.8	-4	-14	-1
COc1ccc(CCNc2ncnc3cc(OC)c(OC)cc23)cc1OC	18	0.0	-10	-0.3	2.9	5.7	7	-85	-4
O=C(NC1CC1)C1CCN(C2CCN(C(=O)CC3=CCCCC3)CC2)CC1	0	0.6	-27	0.4	0.9	0.9	-3	12	-19
CC(=O)Nc1ccc(Nc2nc(C)c([N+](=O)[O-])c(Nc3ccc(NC(C)=O)cc3)n2)cc1	3	2.6	-6	0.2	0.7	0.2	-1	11	-7
Cc1ccc(NC(=S)NC(NC(=O)c2ccccc2C)C(Cl)(Cl)Cl)c(C)c1 (centres undefined)	-2	-1.0	25	-0.1	-0.2	-1.1	-3	-23	-6
O=C(COC(=O)CNC(=O)c1ccc(Cl)cc1)Nc1ccc(Cl)cc1C(F)(F)F	4	3.0	29	-0.8	-0.5	-0.8	2	-6	-4

(cont.)
SMILES	BaF3 parental	S1P4 ag	Calpain2 inh	PERK inhibitor	TRPML3 agonist	TRPN1 ag	Ba/F3 V617F tox	EP2 modulator	S1P4 antag
N#Cc1cc2ccccc2nc1SCC(=O)Nc1ccccc1N1CCOCC1	3	0.6	-48	0.2	1.0	1.6	-5	24	8
COc1ccc(C(=O)CN2Cc3ccccc3C2=N)cc1	0	3.0	-16	-0.7	0.6	-0.4	2	21	-16
Cc1cc(C)n(Cc2ccc(C(=O)Nc3ccc(Br)cc3C)o2)n1	4	2.4	9	-1.0	-1.6	-2.4	2	30	-9
CCOC(=O)N1CCN(C(=O)CCCn2c(=S)[nH]c3ccsc3c2=O)CC1	4	0.1	-2	1.1	0.4	-0.5	2	14	1
CNC(=O)c1sccc1S(=O)(=O)Cc1c(Cl)cccc1Cl	8	-0.3	21	-0.4	0.7	-0.2	3	11	-3
Cc1ccc(-c2csc(Nc3ccc(C(=O)O)cc3)[n+]2Cc2ccccc2)cc1	5	0.0	-4	2.1	0.8	0.3	-2	76*	-3
CC(C)(C)C(=O)O/N=C(\N)c1ccc(Br)cc1	0	1.5	-2	1.7	0.8	-1.9	-3	-25	-25
COc1cccc(C2CCCCN2Cc2nc(-c3ccc(C)o3)oc2C)c1 (centres undefined)	4	1.5	-1	-0.9	0.8	0.5	2	39	-5
N#CC(C#N)=Cc1cccn1-c1ccc(C(=O)O)cc1	8	-2.6	-3	-0.1	0.5	2.2	1	-8	9
CC1CCCCC12NC(=O)N(Cc1cc(=O)n3ccsc3n1)C2=O (centres undefined)	4	0.4	-9	0.3	0.8	0.6	-2	-1	-12
COC(=O)CC/C(O)=C1\C(=O)CC(C)(C)CC1=NCCc1nc2ccccc2[nH]1	2	1.7	11	-1.1	0.2	0.4	0	15	-8
COc1ccc(S(=O)(=O)NC(CC(=O)NCCc2ccccc2)c2ccco2)cc1 (centres undefined)	4	-3.6	-3	-0.7	0.5	-1.1	-3	10	-1
CCOC(=O)c1nc(N)c(=O)n(-c2ccccc2)n1	6	1.3	-34	-0.5	0.9	1.3	2	11	-7
CC(/C=N/n1c(-c2ccncc2)n[nH]c1=S)=C\c1ccco1	-1	0.3	-8	1.1	0.0	2.0	-5	24	1
CCCNS(=O)(=O)c1ccc(CCC(=O)NCc2cccnc2)cc1	1	0.4	5	1.4	0.8	1.3	-2	22&1	-16
O=c1[nH]c(CSc2ncnc3sc(-c4ccccc4)cc23)nc2ccccc12	4	-0.9	10	0.7	0.5	-0.1	-3	-38	6
CN(C)CCN1C(=O)C(O)=C(C(=O)c2cc3ccccc3o2)C1c1ccccn1 (centres undefined)	-2	-1.1	-17	0.0	-0.2	0.6	0	27	-4
O=C(NCc1ccccc1)c1cc(S(=O)(=O)N2CCOCC2)ccc1F	6	-0.6	-52	0.2	0.8	2.6	-3	10	-11
COc1cccc(/C=C2\SC(=S)N(c3cccnc3)C2=O)c1OC	-3	0.8	-13	-0.1	-0.3	-0.6	1	17	0
CC(CC(=O)NC1CCCC1)c1ccccc1 (centres undefined)	2	1.3	9	0.6	0.8	0.5	0	-1	0
COc1ccccc1Nc1nc(N)nc(CN2CCc3ccccc3C2)n1	4	-1.8	-17	0.7	0.0	0.3	-3	-4	6
O=C(c1ccc(Br)cc1)c1cc(-c2ccccn2)c(N2CCOCC2)s1	8	0.4	17	0.9	0.5	-0.3	0	30	-12
Cc1cccc2[nH]c(SCC(=O)N3CCOCC3)nc12	5	0.6	-7	-0.1	1.0	1.8	-3	2	22
Cc1sc2nnn(CC(=O)N3CCN(C(=O)c4ccco4)CC3)c(=O)c2c1C	0	-1.2	x	-0.3	0.8	1.0	-2	x	-13
COc1ccc(C2C3=C(CC(C)(C)CC3=O)Nc3nc(C)nn32)cc1OC (centres undefined)	-5	1.0	-12	-0.1	0.7	0.1	-1	17	-14
COc1ccc(NC(=O)CSc2nc(C)cs2)cc1	-2	-1.4	6	-0.1	-0.4	-1.7	-1	-5	-18
O=C(Nc1cccnc1)c1ccc(Cl)c(S(=O)(=O)N2CCCCCC2)c1	0	-1.4	11	-0.6	3.1	9.2	-4	-10	2
O=C(CCC(=O)OCc1ccc([N+](=O)[O-])cc1)Nc1ccc(F)cc1	3	0.8	-30	0.6	0.6	1.4	-2	24	-24
COC(=O)CSc1nc2ncccc2[nH]1	3	0.8	-13	1.5	-0.1	-0.4	-1	32	-2
Clc1ccccc1-c1nnc2n1CCCCC2	-6	0.2	2	1.4	-0.2	1.9	0	1	-15
Cc1sc(NC(=O)C2C3CCC(O3)C2C(=O)O)nc1-c1ccc(CC(C)C)cc1 (centres undefined)	15	-1.2	9	-0.3	0.5	-1.3	8	-13	0
N#Cc1ccc(NC(=O)COC(=O)CCNS(=O)(=O)c2ccccc2)cc1	5	-1.1	-2	1.9	2.0	1.3	-1	7	-10
NC(=O)c1ccc[n+](CC(=O)c2ccccc2)c1	27*	0.9	13	0.1	0.7	1.1	60*	-29	7
Cc1cccc(N2CCN(C(=O)C(NS(=O)(=O)c3cccs3)c3ccccc3)CC2)c1C (centres undefined)	5	0.2	-98	-0.2	0.0	-0.1	4	42	-7
COC(C(=O)Nc1ccc(S(=O)(=O)Nc2ccc(F)cc2)cc1)c1ccccc1 (centres undefined)	8	-0.2	12	0.7	5.8	15	0	-7	-7
Cc1nn(C)cc1/C=C/C(=O)c1ccccc1	1	-2.5	6	0.8	-0.2	-0.7	-3	-38	4
S=C(NCCCN1CCOCC1)N1CCN(c2nc(-c3ccccc3)cs2)CC1	8	-1.0	-1	-1.1	1.5	6.9	5	-71&-65	1
CCNS(=O)(=O)c1ccc(S(=O)(=O)N(Cc2ccccn2)C2CCCCC2)cc1	5	0.5	-13	0.6	0.1	-0.5	2	-23&-27	-14
CCCCn1c(NC(=O)CC)c(C#N)c2nc3ccccc3nc21	1	1.7	-371	1.0	0.6	-1.5	-2	36	3
C(#CCN1CCCC1)CC(c1ccccc1)c1ccccc1	3	-0.2	-11	-1.4	0.2	0.1	1	-7	-6
Brc1cccc(CSc2nnc(-c3ccncc3)o2)c1	1	1.0	17	0.1	-0.4	-0.9	-2	12	-33
Cc1cc(C)n2nc(/C(C#N)=C/c3ccccc3)c(C#N)c2n1	1	-0.6	-32	-0.3	0.4	0.8	-1	7	5
